pPAFAH FP inh – inhibitors of human plasma PAF acetylhydrolase (pPAFAH). AID 463082. actives 1.5% (n = 330,000). recombinant pPAFAH, FP-rhodamine probe fluorescence polarization. Q13093. inhibition, % at 3.39 µM;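 active = inhibition above the mean inhibition across the screen plus 3 SD, cut at about 25% in these data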;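 note: inhibitors block binding of the rhodamine activity-based probe so polarization drops; 0% = enzyme with DMSO and 100% = wells lacking pPAFAH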
Target sequence (Q13093 whole entry, looked up): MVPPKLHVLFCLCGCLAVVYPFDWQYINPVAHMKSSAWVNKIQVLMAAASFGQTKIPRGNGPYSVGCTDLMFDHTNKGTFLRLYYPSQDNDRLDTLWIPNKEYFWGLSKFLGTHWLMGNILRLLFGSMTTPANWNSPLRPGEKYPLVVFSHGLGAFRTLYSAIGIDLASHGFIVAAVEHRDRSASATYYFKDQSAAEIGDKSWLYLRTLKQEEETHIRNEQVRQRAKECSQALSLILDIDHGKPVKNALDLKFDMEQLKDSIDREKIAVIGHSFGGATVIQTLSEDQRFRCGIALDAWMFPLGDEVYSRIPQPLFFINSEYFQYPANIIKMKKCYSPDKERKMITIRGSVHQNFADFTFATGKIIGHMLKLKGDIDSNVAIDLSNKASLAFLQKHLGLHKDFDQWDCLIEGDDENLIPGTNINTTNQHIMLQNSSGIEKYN
PAFAH1B3 inh – blocks human PAF acetylhydrolase 1B catalytic subunit 3 | Q15102 | inhibition, % at 3.39 µM | actives 0.28% (n = 340,000) | recombinant PAFAH1B3, FP-rhodamine probe, fluorescence polarization;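 active = inhibition above the screen-wide average of all tested compounds plus 3 SD, cut at about 25% in these data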;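 note: 0% = enzyme with DMSO only and 100% = wells lacking PAFAH1B3 protein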
PAFAH1B2 inh – PAFAH1B2 (human) inhibition. P68402. recombinant PAFAH1B2, FP-rhodamine activity probe, fluorescence polarization. inhibition, % at 3.39 µM. actives 1.2% (n = 340,000). AID 492953;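 active = inhibition above the mean of all tested compounds plus 3 SD, cut at about 24% in these data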;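 note: 0% = enzyme with DMSO and 100% = wells lacking PAFAH1B2; many of its hits are not listed in these tables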
Target sequence (P68402 whole entry, looked up): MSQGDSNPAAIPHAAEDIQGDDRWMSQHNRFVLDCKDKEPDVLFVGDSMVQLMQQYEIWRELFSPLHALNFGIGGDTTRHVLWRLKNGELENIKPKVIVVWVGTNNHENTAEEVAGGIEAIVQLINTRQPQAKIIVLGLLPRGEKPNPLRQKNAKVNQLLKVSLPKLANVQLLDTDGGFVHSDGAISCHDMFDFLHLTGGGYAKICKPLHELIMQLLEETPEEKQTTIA
PREPL inh – inhibits the human prolyl oligopeptidase-like enzyme; Q4J6C6; recombinant PREPL, fluorescence polarization activity-based probe; inhibition, % at 5.96 µM; actives 0.68% (n = 320,000); AID 2751; in the data active = inhibition above about 43%;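 note: 0% = enzyme with DMSO and 100% = wells lacking enzyme; many of its hits are not listed in these tables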
PAFAH2 FP inh – PAFAH2 (human) inhibition. actives 0.99% (n = 340,000). recombinant PAFAH2, FP-rhodamine activity probe, fluorescence polarization. Q99487. inhibition, % at 3.39 µM;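 active = inhibition above the mean over all tested compounds plus 3 SD, cut at about 30% in these data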;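 note: inhibitors block probe labeling of enzyme so polarization drops; 0% = enzyme with DMSO and 100% = wells lacking PAFAH2 protein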
LYPLA2 counter – blocks human lysophospholipase 2, a PME1 counter-screen; inhibition, % at 5.9 µM; O95372; actives 0.38% (n = 320,000); recombinant LYPLA2, FP-Rh probe fluorescence polarization;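 active = inhibition above the screen-wide mean plus 3 SD, limit set per campaign, cut at about 26% in these data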;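 note: 0% = LYPLA2 with DMSO and 100% = wells lacking LYPLA2 enzyme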
LYPLA1 counter – counter-screen for PME1 inhibitors: inhibitors of human LYPLA1; actives 0.16% (n = 320,000); recombinant LYPLA1, FP-Rh probe fluorescence polarization; AID 2174; inhibition, % at 5.9 µM;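 active = inhibition above the mean of all tested compounds plus 3 SD, set per campaign, cut at about 14% in these data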;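 note: inhibitors block serine hydrolase probe labeling of LYPLA1 so polarization falls; 0% = enzyme with DMSO and 100% = wells lacking LYPLA1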
ZTA counter – blocks Epstein-Barr virus ZTA, an EBNA-1 counter-screen; ZTA-DNA binding, fluorescence polarization; P03206; inhibition, % at 11 µM; AID 2234; actives 0.15% (n = 320,000); in the data active = inhibition above about 33%
Target sequence (P03206 whole entry, looked up): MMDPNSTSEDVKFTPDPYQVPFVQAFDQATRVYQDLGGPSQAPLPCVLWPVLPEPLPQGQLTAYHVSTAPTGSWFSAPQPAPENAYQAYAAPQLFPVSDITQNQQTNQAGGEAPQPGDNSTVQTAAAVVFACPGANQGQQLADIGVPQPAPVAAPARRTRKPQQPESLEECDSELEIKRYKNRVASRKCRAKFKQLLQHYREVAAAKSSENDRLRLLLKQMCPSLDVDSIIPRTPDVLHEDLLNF
EBNA-1 inhibitor – blocks EBNA-1 binding to DNA | actives 0.34% (n = 300,000) | inhibition, % at 14.8 µM | EBNA-1 DNA binding, fluorescence polarization; in the data active = inhibition above about 28%
* marks the source's active call; other numbers are inactive results; / = no result given. Not all compounds are listed; count on the stated rates, not on these rows.

SMILES	pPAFAH FP inh	PAFAH1B3 inh	PAFAH1B2 inh	PREPL inh	PAFAH2 FP inh	LYPLA2 counter	LYPLA1 counter	ZTA counter	EBNA-1 inhibitor
COc1ccc(C(=O)Nc2cnccn2)cc1[N+](=O)[O-]	3	11	1	3	3	5	0	-4	5
CC1=NN(c2ccc(Cl)cc2)C(=O)C1C(c1cccc(O)c1)c1c(C)[nH]n(-c2ccc(Cl)cc2)c1=O (stereo unspecified)	-3	16	7	9	20	18	-4	-3	-4
CN(C[C@H](Cc1ccccc1)N(C[C@H](c1ccccc1)N(CCc1ccccc1)N=O)N=O)N=O	1	7	7	-4	-7	-4	0	7	4
CC(=O)N1c2ccccc2N(Cc2ccc(C)cc2C)C(=O)C1(C)C	5	7	4	4	5	-1	-1	3	1
CN(C)c1ccc(CNc2ccccn2)cc1	3	-3	-2	-2	-1	1	-1	6	1
COc1ccc(S(=O)(=O)N2CCOCC2)cc1C(=O)NCc1ccccc1CN1CCCC1	1	-6	3	10	-1	-4	0	4	/
Clc1cc(Cl)c(Cl)cc1Cl	-1	-4	-2	2	4	4	-1	8	/
CC1CC1C(=O)N(C)CC(=O)Nc1ccc(Cl)c(C(F)(F)F)c1 (stereo unspecified)	6	5	-2	4	4	6	3	5	-12
Cc1ccc2c(c1)N(CC(=O)NC1CCCc3ccccc31)C(=O)CO2 (stereo unspecified)	2	2	8	-7	8	6	0	-6	-1
Cc1ccsc1-c1nc(CN2CCCC2c2ccc(F)cc2)c(C)o1 (stereo unspecified)	5	-2	-4	-2	2	1	-1	5	-9
CCCCCCCCCCNC(=O)CCn1[nH]c(=O)c2ccccc2c1=O	30*	8	61*	26	22	8	5	2	8
Cc1ccc(S(=O)(=O)NCCNC(=O)c2ccc(C)nc2)cc1	0	10	3	1	6	-1	-2	5	-1
Cc1cccc(Nc2nc(N)nc(CSc3nccn3C)n2)c1	2	-3	5	28	3	6	0	-16	4
Cc1cc(C)c(C)c(C(=O)c2ccccc2C(=O)O)c1C	2	5	8	-5	1	6	2	6	6
CSCCCNC(=S)Nc1ccc(N2CCOCC2)cc1N1CCOCC1	0	3	2	-6	4	5	3	2	11
O=C(Nc1nccs1)c1cc(-c2ccco2)nc2ccccc12	19	19	7	14	13	-3	-8	9	-3
CC(=O)c1csc(CS(=O)(=O)c2ccccn2)n1	1	6	5	-2	3	2	-3	6	-11
CS(=O)(=O)c1ccc(Cl)c(NC(=O)CCN2C(=O)C3CC=CCC3C2=O)c1 (stereo unspecified)	-2	11	-2	-1	2	5	0	9	/
Cc1cc(C(=O)COC(=O)c2cccs2)c(C)n1-c1c(C)n(C)n(-c2ccccc2)c1=O	3	4	1	6	0	4	0	13	6
Cc1ccccc1S(=O)(=O)c1c(C)cc(C)n(C)c1=O	1	-2	2	6	-2	0	-2	-19	-1
COc1ccc(C(=O)CCc2ccccc2O)c(OC)c1	0	10	5	2	0	2	-2	3	-1
O=C(c1ccco1)N(CCO)Cc1cc2cc3c(cc2[nH]c1=O)OCO3	2	3	6	-4	1	-2	-5	-8	-11
CNC(=S)N1N=C(c2ccc(C)cc2)CC1c1ccc(N(C)C)cc1 (stereo unspecified)	8	2	3	51*	4	2	4	-14	-6
Cc1ccc(C)c(NC(=O)C2CC(O)CN2C(=O)OCc2ccccc2)c1 (stereo unspecified)	-2	5	-1	15	5	-10	-3	4	6
COc1ccc(NC(=O)CSc2nnc(N)n2CC(=O)Nc2ccc(OC)cc2)cc1	0	6	5	14	2	4	3	15	11
CCOC(=O)CCc1c(C)c2ccc(OC3CCCCC3=O)cc2oc1=O (stereo unspecified)	3	0	2	1	-1	7	-2	1	2
COc1ccc(CCNC(=O)C2CCC(=O)N2CCc2ccccc2)cc1OC (stereo unspecified)	0	-1	5	0	5	5	-2	-5	-2
Cc1c(/C=C/C(=O)c2ccc(C(C)C)cc2)cnn1C	13	11	5	21	3	2	-9	-13	0
COCCNC(=O)C(=O)N/N=C(\C)CC(=O)Nc1ccc(Cl)cc1Cl	4	7	1	-5	5	-2	0	0	-12
CCOc1ccc(-c2ccc3nnc(SCC(=O)NCC4CCCO4)n3n2)cc1 (stereo unspecified)	3	7	-3	-2	1	3	3	0	-4
O=C(C1=C[C@@H]2[C@H]3C(=O)N(c4ccccc4Cl)C(=O)[C@H]3[C@@H](C(=O)c3ccc(Cl)cc3)N2C=C1)c1ccccc1	13	/	/	-10	/	-9	-8	-10	-3
Cc1cccc(NC(=O)N(Cc2cc3cc(C)ccc3[nH]c2=O)CC2COCCO2)c1 (stereo unspecified)	1	2	-3	3	-5	-3	-2	0	1
CCn1c(SC)nc2c(c1=O)SC(C)C2 (stereo unspecified)	4	-6	0	1	-9	1	0	-12	-3
Cn1c(=O)c(C#N)c(-c2ccc(F)cc2)c2cc(C(=O)c3cc(Cl)cc(Cl)c3O)cnc21	26*	8	7	-3	14	3	1	7	2
CCN(CC)S(=O)(=O)c1ccc(N2CCCC2)c(NC(=O)c2ccncc2)c1	-2	-5	-1	-11	-5	-1	2	-2	-3
O=C(c1cccc(S(=O)(=O)N2CCCCC2)c1)N1CCc2ccccc21	4	3	-15	10	-12	-3	3	-4	6
O=C(CCCn1cnc([N+](=O)[O-])n1)Nc1cccc2ccccc12	-1	6	6	-1	5	5	3	1	-8
CC(C)OCCCNC(=O)C1CC(=O)N(CCc2ccc(F)cc2)C1 (stereo unspecified)	7	-2	2	-8	2	4	-2	-3	-1
CCOc1ccc(/C=N/n2c(C)nc3ccccc3c2=O)cc1	1	11	2	12	-3	14	-2	8	-14
Cc1ccc(-c2nc(Nc3cccc(C)c3)sc2CC(=O)O)cc1	8	0	8	19	5	0	-2	-21	-8
COc1cc(C=O)cc(Cl)c1OC(=O)N1CCOCC1	-2	3	3	8	-2	-7	-1	7	-16
CN1CCN(C(=O)/C=C\C(=O)O)CC1	4	3	3	0	-1	1	2	-12	-3
CCOC(=O)C1CCCN(C(=O)COc2ccccc2O)C1 (stereo unspecified)	0	-2	4	22	9	3	-2	4	13
CN1CCN(C2=Cc3ccccc3Sc3cc(F)ccc32)CC1	1	10	2	-1	-1	-2	-3	-6	-13
CSc1ccccc1OCc1cc(C(=O)N(C)CCn2nc(C)cc2C)no1	3	4	-2	10	-1	-2	1	-6	-3
Nc1nc(Cl)cc(NCCc2ccc(O)cc2)n1	-3	5	8	12	4	1	0	-11	3
O=C(c1ccc2ccccc2c1)C1CCCN(C(=O)CCn2cnnn2)C1 (stereo unspecified)	8	1	3	6	1	9	0	-6	-13
CCn1c(CNc2ccc(F)cc2)nnc1SCC#N	3	-3	-2	-2	0	0	-2	-15	-2
Cc1ccccc1CS(=O)(=O)Cc1ccc(C(=O)NC2CCCC2)o1	9	1	3	11	2	11	1	-9	-7
Cc1ccc(Cn2c(=O)oc3ccccc32)cc1	1	4	4	-5	3	9	6	10	3

Exported with two lines to a compound: part of the list above
Each structure is followed by: pPAFAH FP inh | PAFAH1B3 inh | PAFAH1B2 inh | PREPL inh | PAFAH2 FP inh | LYPLA2 counter | LYPLA1 counter | ZTA counter | EBNA-1 inhibitor
- Cn1c(=O)c(C#N)c(-c2ccc(F)cc2)c2cc(C(=O)c3cc(Cl)cc(Cl)c3O)cnc21
 : 26* | 8 | 7 | -3 | 14 | 3 | 1 | 7 | 2
- CCN(CC)S(=O)(=O)c1ccc(N2CCCC2)c(NC(=O)c2ccncc2)c1
 : -2 | -5 | -1 | -11 | -5 | -1 | 2 | -2 | -3
- O=C(c1cccc(S(=O)(=O)N2CCCCC2)c1)N1CCc2ccccc21
 : 4 | 3 | -15 | 10 | -12 | -3 | 3 | -4 | 6
- O=C(CCCn1cnc([N+](=O)[O-])n1)Nc1cccc2ccccc12
 : -1 | 6 | 6 | -1 | 5 | 5 | 3 | 1 | -8
- CC(C)OCCCNC(=O)C1CC(=O)N(CCc2ccc(F)cc2)C1 (stereo unspecified)
 : 7 | -2 | 2 | -8 | 2 | 4 | -2 | -3 | -1
- CCOc1ccc(/C=N/n2c(C)nc3ccccc3c2=O)cc1
 : 1 | 11 | 2 | 12 | -3 | 14 | -2 | 8 | -14
- Cc1ccc(-c2nc(Nc3cccc(C)c3)sc2CC(=O)O)cc1
 : 8 | 0 | 8 | 19 | 5 | 0 | -2 | -21 | -8
- COc1cc(C=O)cc(Cl)c1OC(=O)N1CCOCC1
 : -2 | 3 | 3 | 8 | -2 | -7 | -1 | 7 | -16
- CN1CCN(C(=O)/C=C\C(=O)O)CC1
 : 4 | 3 | 3 | 0 | -1 | 1 | 2 | -12 | -3
- CCOC(=O)C1CCCN(C(=O)COc2ccccc2O)C1 (stereo unspecified)
 : 0 | -2 | 4 | 22 | 9 | 3 | -2 | 4 | 13
- CN1CCN(C2=Cc3ccccc3Sc3cc(F)ccc32)CC1
 : 1 | 10 | 2 | -1 | -1 | -2 | -3 | -6 | -13
- CSc1ccccc1OCc1cc(C(=O)N(C)CCn2nc(C)cc2C)no1
 : 3 | 4 | -2 | 10 | -1 | -2 | 1 | -6 | -3
- Nc1nc(Cl)cc(NCCc2ccc(O)cc2)n1
 : -3 | 5 | 8 | 12 | 4 | 1 | 0 | -11 | 3
- O=C(c1ccc2ccccc2c1)C1CCCN(C(=O)CCn2cnnn2)C1 (stereo unspecified)
 : 8 | 1 | 3 | 6 | 1 | 9 | 0 | -6 | -13
- CCn1c(CNc2ccc(F)cc2)nnc1SCC#N
 : 3 | -3 | -2 | -2 | 0 | 0 | -2 | -15 | -2
- Cc1ccccc1CS(=O)(=O)Cc1ccc(C(=O)NC2CCCC2)o1
 : 9 | 1 | 3 | 11 | 2 | 11 | 1 | -9 | -7
- Cc1ccc(Cn2c(=O)oc3ccccc32)cc1
 : 1 | 4 | 4 | -5 | 3 | 9 | 6 | 10 | 3

New compounds follow
SMILES	pPAFAH FP inh	PAFAH1B3 inh	PAFAH1B2 inh	PREPL inh	PAFAH2 FP inh	LYPLA2 counter	LYPLA1 counter	ZTA counter	EBNA-1 inhibitor
O=C(CCc1ccccc1)Nc1ccc(NC(=O)C2CC2)nc1	-2	2	-1	10	5	-3	0	-4	-13
CCC(C)NC(=O)c1c(-c2cc(Cl)c(OC)c(Cl)c2)noc1C (stereo unspecified)	3	14	-2	15	-12	-8	-1	-20	6
CCOC(=O)c1c(C)sc2c1N(C(=O)CN(CC)CC)c1cc(Cl)ccc1S2	-2	-5	5	23	-1	-5	0	9	0
O=[N+]([O-])c1cc(C(F)(F)F)cc([N+](=O)[O-])c1NN=C1CCCCC1	35*	6	10	8	7	2	-4	4	-4
CCCS(=O)(=O)N1CCCC(C(=O)NCCc2ccccc2)C1 (stereo unspecified)	2	12	3	9	11	-1	-4	0	0
C/C(=N\NC(=O)CCCC(=O)O)c1c(-c2ccccc2)c2cc(Cl)ccc2[nH]c1=O	6	11	8	-6	0	-6	-4	-6	1
CC(C)CCNC(=O)c1ccc(NC(=O)C2=CSCCO2)cc1	4	-1	5	0	3	-6	-2	7	13
O=C1CC(c2ccco2)Cc2nc(Nc3nc(-c4ccccc4)c4ccccc4n3)ncc21 (stereo unspecified)	0	-4	-1	-6	-10	-13	-10	9	10
CCN(CC)CCN(C)Cc1ccc(Br)cc1	4	12	9	4	4	5	1	-3	4
Cc1ccc(C2SCC(C(=O)O)N2C(=O)c2ccc(F)cc2)cc1 (stereo unspecified)	5	6	2	-9	5	0	5	-24	-6
O=C(Nc1ccc(F)c(F)c1)c1ccc(F)c(S(=O)(=O)N2CCOCC2)c1	2	/	/	2	/	-4	-4	6	1
